Bioassay records: PubChem, several laboratories
proCasp3 act – activators of human procaspase-3 | P42574 | recombinant procaspase-3 D3A, Ac-DEVD-pNA absorbance 405 nm | activation, % at 8.5 µM | 330,000 tested, 0.11% active | AID 463141;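 active = activation above the mean of all tested compounds plus 3 SD, cut at about 21% in these data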;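 also: 0% = DMSO alone and 100% = DMSO wells spiked with extra 5 µM PC-3 D3A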
Target sequence (P42574 whole entry D9A/D28A/D175A): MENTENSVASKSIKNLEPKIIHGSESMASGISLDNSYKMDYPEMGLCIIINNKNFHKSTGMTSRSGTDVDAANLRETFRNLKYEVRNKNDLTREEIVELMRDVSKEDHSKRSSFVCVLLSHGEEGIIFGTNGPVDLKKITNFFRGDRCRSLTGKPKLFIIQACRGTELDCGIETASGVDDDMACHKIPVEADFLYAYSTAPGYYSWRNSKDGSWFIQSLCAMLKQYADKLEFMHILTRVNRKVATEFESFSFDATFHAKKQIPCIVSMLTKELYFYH
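Evaluation: percent activation relative to control range; Material: Procaspase-3 D3A mutant, all three cleavage aspartates alanine; Compound: single dose, 8.5 µM nominal compound, 0.8% DMSO; Replication: one well per compound; Signal: absorbance at 405 nm, 0 and 120 min; Schedule: 1 h preincubation plus 2 h reaction at 25 °C.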
RPL19A TOR yeast – yeast TOR pathway RPL19A-GFP modulation. S. cerevisiae RPL19A-GFP strain, flow cytometry, 3 h; hits give low values. percent response vs DMSO, % at 10 µM. 330,000 tested, 0.3% active. AID 2025;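 active = percent response vs DMSO below 50%; inconclusive = fewer than 70 events counted for the yeast strain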;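 also: median channel GFP fluorescence of the barcoded RPL19A-GFP strain; ratio of sample median GFP to plate DMSO average so 100% = DMSO; lower means less RPL19A-GFP as with rapamycin TOR inhibition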
Yeast superoxide – yeast age-related superoxide inhibition as caloric restriction mimetic | S. cerevisiae aged cells, superoxide DHE fluorescence; hits give low values | superoxide response (% of plate mean), % at 10 µM | 330,000 tested, 0.18% active;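 active = superoxide response under a set limit, about three screen SD below normal, cut at about 65% in these data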;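 also: yeast aged for seven days with compound at 30 °C before DHE staining; 100% = average MFI of all compound-treated wells on the plate with controls excluded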
JMJD2C inh – human JMJD2C demethylase inhibition. GST-JMJD2C(1-420) H3K9me3 demethylation, DELFIA europium. 330,000 tested, 0.069% active. AID 2099. Q9H3R0. inhibition, % at 2.35 µM;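 active = more than half of a compound's replicate wells show inhibition beyond 50%, single wells judged on their own value; inconclusive = some, but no more than half, of replicates pass 50% inhibition; inactive = no replicate passes 50% inhibition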;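 also: signal counts dimethyl H3K9 product captured on neutravidin plate; 0% = median of DMSO wells and 100% = 0.3 times that DMSO median; strong numbers were not always called active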
MEP2-GFP yeast – yeast TOR pathway MEP2-GFP modulation. GFP response vs DMSO, % at 10 µM. S. cerevisiae MEP2-GFP strain, flow cytometry GFP, 3 h; 100% = DMSO control level. AID 2016. 330,000 tested, 0.51% active;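 active = GFP response versus DMSO above a set limit, roughly screen mean plus 3 SD, cut at about 180% in these data; inconclusive = fewer than 70 cells counted for a yeast strain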;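 also: median GFP fluorescence of the barcode-gated MEP2-GFP cells per well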
LAP4-GFP MLPCN – yeast TOR pathway LAP4-GFP modulation; 320,000 tested, 0.34% active; GFP response vs DMSO, % at 10 µM; AID 2023; S. cerevisiae LAP4-GFP multiplex, flow cytometry GFP, 3 h; median GFP as percent of DMSO wells;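 active = GFP response vs DMSO above a set limit, about the screen mean plus 3 SD, cut at about 150% in these data; inconclusive = under 70 cell events counted for the yeast strain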
proCasp7 act – activates human procaspase-7, counter-screen for procaspase-3 activators; P55210; recombinant procaspase-7, Ac-DEVD-pNA absorbance 405 nm; D23A/D198A/D206A triple mutant, cannot self-cleave; scale: DMSO 0, 5 µM enzyme 100; activation, % at 8.5 µM; 330,000 tested, 0.093% active; AID 463210;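 active = percent activation above the screen-wide mean plus 3 SD, cut at about 25% in these data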
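Assay system – Uncleavable procaspase-7 mutant enzyme · Quantity – 2 µM procaspase-7 mutant as dispensed · Times – 1 h preincubation, 2 h reaction · Dosing – single nominal 8.5 µM compound dose, 0.8% DMSO final · Buffer or medium – Zinc-free 50 mM HEPES buffer, pH 7.4, with NaCl and Triton X-100 · Detection – Epi-absorbance of released pNA at 405 nm, two timepoints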
AHR activator – activators of human aryl hydrocarbon receptor; AHR-responsive luciferase reporter cells, luminescence; activation, % at 5 µM; 320,000 tested, 2.5% active; in the data active = activation above about 47%;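 also: 0% = vehicle wells and 100% = reference agonist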
Target sequence (P35869 whole entry, looked up): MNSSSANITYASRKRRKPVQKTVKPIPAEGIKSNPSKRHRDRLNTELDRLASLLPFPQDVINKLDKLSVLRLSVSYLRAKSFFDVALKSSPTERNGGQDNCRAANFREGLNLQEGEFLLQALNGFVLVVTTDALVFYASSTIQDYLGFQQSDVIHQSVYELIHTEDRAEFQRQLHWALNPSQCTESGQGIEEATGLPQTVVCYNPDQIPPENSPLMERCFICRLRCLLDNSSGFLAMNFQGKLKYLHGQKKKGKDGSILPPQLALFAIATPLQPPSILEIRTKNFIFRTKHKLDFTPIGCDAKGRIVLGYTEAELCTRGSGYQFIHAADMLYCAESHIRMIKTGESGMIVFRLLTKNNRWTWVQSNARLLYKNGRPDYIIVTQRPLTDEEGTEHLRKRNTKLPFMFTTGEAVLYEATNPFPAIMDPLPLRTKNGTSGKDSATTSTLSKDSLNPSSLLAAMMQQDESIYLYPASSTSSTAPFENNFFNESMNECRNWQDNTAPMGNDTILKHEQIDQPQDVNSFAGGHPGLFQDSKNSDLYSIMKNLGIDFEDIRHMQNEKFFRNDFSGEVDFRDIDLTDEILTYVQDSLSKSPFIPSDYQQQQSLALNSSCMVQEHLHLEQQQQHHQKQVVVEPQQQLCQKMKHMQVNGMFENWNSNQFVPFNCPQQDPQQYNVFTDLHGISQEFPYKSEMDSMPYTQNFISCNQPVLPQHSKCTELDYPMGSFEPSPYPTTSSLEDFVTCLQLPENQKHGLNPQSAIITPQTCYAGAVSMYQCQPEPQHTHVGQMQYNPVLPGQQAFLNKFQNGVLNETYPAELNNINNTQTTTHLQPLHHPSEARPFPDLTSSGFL
Active calls of the source: *; [ ] = remark or other dose.

Screening Cn1c(=O)c2c(nc3n2CC(CO)O3)n(C)c1=O (stereo unspecified) returned proCasp3 act -6, RPL19A TOR yeast 104, Yeast superoxide 100, JMJD2C inh -25, MEP2-GFP yeast 101, LAP4-GFP MLPCN 93, proCasp7 act 7 and AHR activator -1.
COc1ccc(NC(=O)COC(=O)CCc2ccc(S(=O)(=O)N3CCOCC3)cc2)c(OC)c1 was read as proCasp3 act 2, RPL19A TOR yeast 102, Yeast superoxide 105, JMJD2C inh 1, MEP2-GFP yeast 98, LAP4-GFP MLPCN 102, proCasp7 act 8 and AHR activator 23.
`CCn1c(SCC(=O)NCC(=O)Nc2ccc(F)cc2)nnc1-c1ccncc1` gave proCasp3 act 11, RPL19A TOR yeast 98, Yeast superoxide 97, JMJD2C inh 46, MEP2-GFP yeast 98, proCasp7 act 4 and AHR activator -2.
Screening COc1cccc(C2Nc3cccc4cccc(c34)N2)c1 returned proCasp3 act -1, RPL19A TOR yeast 100, Yeast superoxide 103, JMJD2C inh 3, MEP2-GFP yeast 102, LAP4-GFP MLPCN 114, proCasp7 act 2 and AHR activator 17.
COc1ccc(CCN(C)CC(O)c2ccccc2)cc1OC (stereo unspecified) was read as proCasp3 act 10, RPL19A TOR yeast 103, Yeast superoxide 92, JMJD2C inh 29, MEP2-GFP yeast 99, LAP4-GFP MLPCN 102, proCasp7 act 2 and AHR activator -1.
COc1ccc(C(C)=O)cc1CN1C(=O)NC(CC(C)C)C1=O (stereo unspecified) was read as proCasp3 act 2, RPL19A TOR yeast 97, Yeast superoxide 83, JMJD2C inh -2, MEP2-GFP yeast 96, LAP4-GFP MLPCN 106, proCasp7 act -30 and AHR activator 2.
COc1ccccc1N=Cc1c(O)c2ccccc2oc1=O was read as proCasp3 act 27*, RPL19A TOR yeast 96, Yeast superoxide 100, JMJD2C inh -19, MEP2-GFP yeast 100, LAP4-GFP MLPCN 96, proCasp7 act 51* and AHR activator 4.
Screening CCCc1noc2c1C(c1cc(Br)ccc1F)C(C#N)=C(N)N2 (stereo unspecified) returned proCasp3 act -2, RPL19A TOR yeast 94, Yeast superoxide 123, JMJD2C inh -23, MEP2-GFP yeast 96, LAP4-GFP MLPCN 90, proCasp7 act 3 and AHR activator 4.
For O=C(NCCc1cccs1)c1cccs1 the results were proCasp3 act -5, RPL19A TOR yeast 96, Yeast superoxide 88, JMJD2C inh 6, MEP2-GFP yeast 100, LAP4-GFP MLPCN 100, proCasp7 act -1 and AHR activator 7.
COc1ccc(C(=O)COC(=O)CN2C(=O)C3C4C=CC(C5CC45)C3C2=O)cc1 (stereo unspecified) was read as proCasp3 act 0, RPL19A TOR yeast 102, Yeast superoxide 93, JMJD2C inh -7, MEP2-GFP yeast 100, LAP4-GFP MLPCN 86, proCasp7 act -1 and AHR activator -1.
Screening CCOC(=O)c1cn(CC(=O)Nc2ccccc2C(=O)OCC)nn1 returned proCasp3 act -1, RPL19A TOR yeast 105, Yeast superoxide 100, JMJD2C inh -6, MEP2-GFP yeast 104, LAP4-GFP MLPCN 107, proCasp7 act -7 and AHR activator 0.
CCOC(=O)c1ccc(NCC(O)COc2ccccc2)cc1 (stereo unspecified) was read as proCasp3 act 3, RPL19A TOR yeast 101, Yeast superoxide 104, JMJD2C inh 0, MEP2-GFP yeast 102, LAP4-GFP MLPCN 106, proCasp7 act -12 and AHR activator 7.
For Clc1cncc(Cl)c1N/N=C/c1ccccc1 the results were proCasp3 act 7, RPL19A TOR yeast 96, Yeast superoxide 71, JMJD2C inh 3, MEP2-GFP yeast 101, LAP4-GFP MLPCN 133, proCasp7 act 3 and AHR activator 39.
For CCC(=Nc1ccccc1O)C1=C(O)CC(c2ccccc2)CC1=O (stereo unspecified) the results were proCasp3 act 2, RPL19A TOR yeast 107, Yeast superoxide 62*, JMJD2C inh -7, MEP2-GFP yeast 103, LAP4-GFP MLPCN 100, proCasp7 act -2 and AHR activator 35.
Screening CCOC(=O)C(CSCc1ccccc1)NC(=O)OC(C)(C)C (stereo unspecified) returned proCasp3 act -9, RPL19A TOR yeast 99, Yeast superoxide 93, JMJD2C inh 10, MEP2-GFP yeast 104, LAP4-GFP MLPCN 113, proCasp7 act -4 and AHR activator -1.
Screening COc1ccc(N2CCN(C(=O)C3(C)CC3(Cl)Cl)CC2)cc1 (stereo unspecified) returned proCasp3 act 2, RPL19A TOR yeast 109, Yeast superoxide 92, JMJD2C inh 2, MEP2-GFP yeast 112, LAP4-GFP MLPCN 110, proCasp7 act 2 and AHR activator 4.
C[C@H](CO)N1C[C@H](C)[C@@H](CN(C)Cc2ccc(C(=O)O)cc2)Oc2c(NS(=O)(=O)c3ccc(F)cc3)cccc2C1=O was read as proCasp3 act 4, Yeast superoxide 102, JMJD2C inh -14, proCasp7 act 2 and AHR activator 1.
Screening O=C(CN1CCN(c2ccccc2)CC1)NC(=O)NCc1ccccc1 returned proCasp3 act 8, RPL19A TOR yeast 100, Yeast superoxide 84, JMJD2C inh 18, MEP2-GFP yeast 104, LAP4-GFP MLPCN 106, proCasp7 act 10 and AHR activator 2.
Brc1cccc(-c2n[nH]c(-c3ccccc3)n2)c1 was read as proCasp3 act -5, RPL19A TOR yeast 92, Yeast superoxide 119, JMJD2C inh -6, MEP2-GFP yeast 104, LAP4-GFP MLPCN 117, proCasp7 act -2 and AHR activator 117*.
Screening CSCCC(NC(=O)COc1ccccc1)C(=O)N1CCCC(C)C1 (stereo unspecified) returned proCasp3 act 0, RPL19A TOR yeast 101, Yeast superoxide 120, JMJD2C inh 14, MEP2-GFP yeast 105, LAP4-GFP MLPCN 96, proCasp7 act 7 and AHR activator 2.
For Cc1cccc(OC(C)C(=O)N2CCCc3ccccc32)c1 (stereo unspecified) the results were proCasp3 act 7, RPL19A TOR yeast 102, Yeast superoxide 94, JMJD2C inh -17, MEP2-GFP yeast 106, LAP4-GFP MLPCN 94, proCasp7 act -2 and AHR activator 15.
O=C(CN1C(=O)/C(=C/c2ccccc2)SC1=S)NNC(=O)c1ccccc1O was read as proCasp3 act 3, RPL19A TOR yeast 92, Yeast superoxide 103, JMJD2C inh inconclusive, MEP2-GFP yeast 93, LAP4-GFP MLPCN 91, proCasp7 act -9 and AHR activator 3.
`O=C(CN1C(=O)NC2(CCCCCCC2)C1=O)N1CCN(C(=O)c2ccco2)CC1` gave proCasp3 act -3, RPL19A TOR yeast 104, Yeast superoxide 97, JMJD2C inh -1, MEP2-GFP yeast 96, LAP4-GFP MLPCN 96, proCasp7 act 3 and AHR activator -1.
CCCn1c(SCC(=O)Nc2ccc(F)c(Cl)c2)nc(O)cc1=O was read as proCasp3 act -1, RPL19A TOR yeast 97, Yeast superoxide 89, JMJD2C inh -6, MEP2-GFP yeast 97, LAP4-GFP MLPCN 91, proCasp7 act 10 and AHR activator -1.
For COc1ccc(-c2c(C)nn(Cc3ccccc3)c2N)cc1 the results were proCasp3 act -3, RPL19A TOR yeast 101, Yeast superoxide 76, JMJD2C inh 3, MEP2-GFP yeast 102, LAP4-GFP MLPCN 100, proCasp7 act 4 and AHR activator 2.
Screening CNC(=O)[C@@H]1C[C@H]1[C@@H](NC(=O)CNC(=O)OCc1ccccc1)c1ccccc1 returned proCasp3 act 5, RPL19A TOR yeast 99, Yeast superoxide 101, JMJD2C inh -3, MEP2-GFP yeast 100, LAP4-GFP MLPCN 99, proCasp7 act 5 and AHR activator 1.
Screening CCCc1cc(=O)[nH]c(SCc2ccc(F)cc2)n1 returned proCasp3 act 1, RPL19A TOR yeast 97, Yeast superoxide 107, JMJD2C inh 3, MEP2-GFP yeast 95, LAP4-GFP MLPCN 102, proCasp7 act -7 and AHR activator 6.
For CN(C(=O)CSCC(=O)O)C1CCCCC1 the results were proCasp3 act 10, RPL19A TOR yeast 101, Yeast superoxide 107, JMJD2C inh 6, MEP2-GFP yeast 100, LAP4-GFP MLPCN 89, proCasp7 act 11 and AHR activator 0.
For Nc1ccccc1C(=O)N/N=C1\C2CN3CCN(C2)CC1(c1ccccc1)C3 the results were proCasp3 act 3, RPL19A TOR yeast 107, Yeast superoxide 95, JMJD2C inh 15, MEP2-GFP yeast 110, LAP4-GFP MLPCN 106, proCasp7 act -2 and AHR activator 34.
Screening CC(=O)c1ccc(NC(=O)c2ccc(-n3cncn3)c([N+](=O)[O-])c2)cc1 returned proCasp3 act -8, RPL19A TOR yeast 88, Yeast superoxide 97, JMJD2C inh 10, MEP2-GFP yeast 93, LAP4-GFP MLPCN 93, proCasp7 act -3 and AHR activator -2.
Cc1ccc(CN2CCSc3ccc(C(=O)NCCCN4CCN(C)CC4)cc32)cc1 was read as proCasp3 act 7, RPL19A TOR yeast 98, Yeast superoxide 101, JMJD2C inh -5, MEP2-GFP yeast 98, LAP4-GFP MLPCN 91, proCasp7 act 3 and AHR activator -2.
`CCN(Cc1nc(-c2cccc(Cl)c2)no1)CC1CCCO1` (stereo unspecified) gave proCasp3 act -1, RPL19A TOR yeast 86, Yeast superoxide 102, JMJD2C inh 0, MEP2-GFP yeast 128, LAP4-GFP MLPCN 96, proCasp7 act 2 and AHR activator 4.
`CSc1c(-c2ccccn2)c(N)nn1C(=O)C1CCC1` gave proCasp3 act -3, RPL19A TOR yeast 104, Yeast superoxide 82, JMJD2C inh 31, MEP2-GFP yeast 117, proCasp7 act 11 and AHR activator 4.
For O=C(Nc1ccccc1)C(=O)Nc1cccnc1 the results were proCasp3 act -2, RPL19A TOR yeast 95, Yeast superoxide 114, JMJD2C inh 6, MEP2-GFP yeast 96, LAP4-GFP MLPCN 110, proCasp7 act 13 and AHR activator -5.
`O=C(NCc1ccccc1CN1CCCC1)C1CCN(C(=O)c2ccc(F)cc2)CC1` gave proCasp3 act -1, RPL19A TOR yeast 100, Yeast superoxide 105, MEP2-GFP yeast 104, LAP4-GFP MLPCN 106, proCasp7 act 6 and AHR activator -1.
Screening Cn1c(NCCO)nc2c1c(=O)n(Cc1ccc(F)cc1)c(=O)n2C returned proCasp3 act 10, RPL19A TOR yeast 100, Yeast superoxide 117, JMJD2C inh -15, MEP2-GFP yeast 101, LAP4-GFP MLPCN 103, proCasp7 act 5 and AHR activator 0.
Screening O=C(O)c1cc(NC(=O)C2CCCO2)cc(C(=O)O)c1 (stereo unspecified) returned proCasp3 act 17, RPL19A TOR yeast 103, Yeast superoxide 99, JMJD2C inh -1, MEP2-GFP yeast 107, LAP4-GFP MLPCN 99, proCasp7 act -4 and AHR activator 0.
COc1cccc(C2=CC(=O)C[C@H](c3ccc(Cl)cc3)C2)c1 was read as proCasp3 act 7, RPL19A TOR yeast 95, Yeast superoxide 94, JMJD2C inh 0, MEP2-GFP yeast 91, LAP4-GFP MLPCN 106, proCasp7 act 6 and AHR activator -1.
Cc1cc(C)c(C#N)c(SCC(=O)C(C)(C)C)n1 was read as proCasp3 act -2, RPL19A TOR yeast 68[may fluoresce violet], Yeast superoxide 102, JMJD2C inh -5, MEP2-GFP yeast 140[may fluoresce violet], LAP4-GFP MLPCN 100[may fluoresce violet], proCasp7 act -5 and AHR activator 59*.

An unsorted share of the library; 3.8% or so of the library scored in one or more.
